Assay outcomes (PubChem BioAssay)
HttQ103 aggreg: inhibitors of mutant huntingtin aggregate formation in PC12 cells; PC12 HttQ103-GFP aggregates, Acumen cytometry, 40 h; Potency, µM (doses to about 46.1 µM), inactives show top-dose activity change, negative = inhibition, most hits filed as inhibitors; hit rate 1.1% among 220,000; also: % is scaled to controls: 0 for no effect and ±100 for the full control effect; nearly all actives have a fitted effect of over 60% in size
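Aggregate formation scored by laser-scanning cytometer (488 excitation, 500–530 emission) in lysed PC12 cells expressing Q103-GFP after 100 nM tebufenozide induction; library tested in dose series, with ATPLite reagent added in the multiplex.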
HTT ATP protect: Huntington cell model cytoprotection by ATP luminescence; PC12 HTT-Q103 induced, cytoprotection, ATP luminescence, 40 h; hit rate 0.14% among 230,000; Potency, µM (doses to about 56.4 µM), for inactives: cytoprotection (ATP increase), actives largely listed as activators; AID 1471;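 also: % of control where 0% means no effect; nearly all actives have a fitted effect of over 45% in size; toxic huntingtin expression switched on by the ecdysone agonist tebufenozide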
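Rat PC12, Q103 Htt exon1-GFP fusion, ecdysone promoter; tebufenozide inducer 100 nM final; compound titration; qHTS, 1500 cells/well; ATPlite luminescent read.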
aGlu spleen mod: inhibitors or activators of human alpha-glucosidase in spleen homogenate; hit rate 0.006% among 240,000; P10253; Potency, µM (highest dose often 79.9 µM), inactives show at the top dose activity change, negative = inhibition, actives largely listed as inhibitors; human spleen homogenate, 4-MU-alpha-glucoside fluorescence; AID 2112;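 also: 0% = enzyme with vehicle and -100% = no enzyme basal signal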
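Human spleen homogenate (1 ug) incubated with compounds and 1 mM 4-methylumbelliferyl-alpha-D-glucopyranoside in pH 5.0 citrate/phosphate buffer, 37 C, 40 min. Stopped at pH 10; 4-MU fluorescence (Ex 365/Em 440 nm); AC50 by Hill fit.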
IMPase Li cell: cell-permeable IMPase inhibitors with lithium potentiation; hit rate 0.35% among 210,000; CHO-M1 cells, IP1 TR-FRET (IP-One), carbachol + lithium; Potency, µM (titrated, usually from 59.4 µM), inactives show at the highest dose activity, negative = IMPase inhibition, actives largely listed as inhibitors;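 also: IP1 builds up when IMPase is blocked and the TR-FRET signal falls; plate controls were basal vehicle for no effect and high inhibitor control for full effect; nearly all actives have a fitted effect of over 50% in size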
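Test compounds were applied to CHO-M1 cells previously cultured for 16–30 h at 2000 per well. A small lithium amount accompanied them; after 30 min at 37C, IP1 was quantified by TR-FRET.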
GAA glycogen: GAA glycogen-cleavage inhibition or activation; Potency, µM (top dose mostly 76.4 µM), inactives show top-dose activity change, negative = inhibition, hits mostly inhibitors; hit rate 0.38% among 300,000; P10253; recombinant GAA, glycogen substrate, Amplex Red glucose oxidase fluorescence;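 also: 0% = full enzyme reaction and -100% = no-enzyme basal signal; the screen sought inhibitors and activators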
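Natural-substrate format: glycogen cleavage by 4 nM human enzyme, glucose read by Amplex Red coupling (Ex 573, Em 610 nm). Normalized to enzyme and no-enzyme controls.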
GAA inh: blocks human lysosomal alpha-glucosidase; P10253; purified human GAA, 4-MU-alpha-glucoside fluorescence; hit rate 0.005% among 200,000; Potency, µM (doses to about 76.9 µM), inactives show at the highest dose activity change, negative = inhibition, usual class: inhibitors; AID 1466;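 also: plate controls were uninhibited enzyme wells for no effect and no-enzyme background for full effect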
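Compounds are titrated up to 77 uM against 4 nM human enzyme. Substrate 4-methylumbelliferyl-alpha-D-pyranoside (400 uM) reacts 20 min at room temperature in pH 5.0 buffer; liberated 4-methylumbelliferone is read at 440 nm.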
GoLoco inh red: blocks human Gai1 binding to RGS12 GoLoco peptide, red readout; P63096; Gai1:RGS12 GoLoco peptide FP, rhodamine, 10 min; Potency, µM (doses to about 61.6 µM), for inactives: top-dose activity, negative = inhibition, most hits filed as inhibitors; hit rate 0.44% among 230,000; active = well fitted inhibition curve with a large enough effect, not every such curve was filed as active; inactive = no such curve, though single readings can be large or run the other way; also: % is scaled to controls: 0 for no effect and ±100 for the full control effect; nearly all actives have a fitted effect of over 30% in size; many of its hits are not listed in these tables
Target sequence (P63096 whole entry, looked up): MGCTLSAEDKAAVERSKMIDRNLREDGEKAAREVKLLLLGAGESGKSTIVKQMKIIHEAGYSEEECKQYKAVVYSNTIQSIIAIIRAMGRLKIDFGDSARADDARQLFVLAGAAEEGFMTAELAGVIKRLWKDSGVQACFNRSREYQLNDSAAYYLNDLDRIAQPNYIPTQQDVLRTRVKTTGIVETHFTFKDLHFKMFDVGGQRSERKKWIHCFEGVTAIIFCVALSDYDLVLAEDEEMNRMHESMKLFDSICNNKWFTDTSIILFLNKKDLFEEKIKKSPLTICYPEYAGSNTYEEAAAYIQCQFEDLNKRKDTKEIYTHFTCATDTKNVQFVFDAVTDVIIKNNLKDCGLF
* marks the source's active call; other numbers are inactive results; ? = inconclusive; . = no result given; & = joins results of further samples; [ ] = remark or other dose. Unless noted, calls follow the shape of the dose curve; as a rule, active = well fitted curve in the direction sought with a large enough effect; inconclusive = small, poorly fitted or top-dose-only effect, or another doubt; inactive = no such curve, though single readings can be large; an effect the other way counts as inactive or inconclusive. Potency is read from the fitted curve at half-maximal effect. Not all compounds are listed; count on the stated rates, not on these rows.

SMILES	HttQ103 aggreg	HTT ATP protect	aGlu spleen mod	IMPase Li cell	GAA glycogen	GAA inh	GoLoco inh red
CN1CCc2nc(N)c(C#N)c(-c3ccccc3)c2C1	-5%	-3%[10 µM]	-6%	34%[activator][38.3 µM]	18%	4%	-15%
CCN(N=Nc1nonc1OC)c1nonc1OC	-13%	26%[1.9 µM]	-1%	4%	2%	-6%	4%
CCN(CC)c1ccc(N=Cc2c(O)n(-c3ccccc3C)c(=O)[nH]c2=O)cc1	15%	12%[10 µM]	-4%	17%[38.3 µM]	?	4%	8%
COc1cc(OC)c(OC)cc1C=O	.	-32%&11%[inhibitor]	13%&-5%	9%&6%	.	.	-2%&5%
Cc1ccc(O)c(C)c1	.	18%	7%	-7%	.	.	5%
O=C1NC(=O)C(=Cc2csc3ccccc23)C(=O)N1	8%[9.22 µM]	21%[10 µM]	-1%	.	-6%	3%	4%
CC1=C2C(=O)[C@@H]3[C@@H](CC=C4C[C@@H](O)CC[C@@]43C)[C@H]2CC[C@@]12O[C@H]1C[C@H](C)CN[C@H]1[C@@H]2C	.	3%[10 µM]	.	-5%	.	.	9%[14.2 µM]
CNC[C@H](O)c1ccc(O)cc1	3%[20.6 µM]	-18%[17.1 µM]	8%[29.1 µM]	-2%	.	.	7%[21.6 µM]
CN1CCN(c2c[nH]c(=O)[nH]c2=O)CC1	-10%	-2%[10 µM]	0%	1%	3%	3%	-4%
O=C(Cc1cccs1)N1CCC2(CC1)OCCO2	5%	4%	-8%	-14%[38.3 µM]	2%	5%	1%
C=CCC1(CN2CCCC2=O)C(=O)NC(=O)NC1=O	2%	-11%	2%	-1%[38.3 µM]	1%	-12%	-4%
CCOC(=O)CC1=C(C(=O)OCC)C2(C(=O)N1)C(C(=O)OC)=C(N)Oc1ccccc12 (stereo unspecified)	2%	3%	-21%	12%[38.3 µM]	5%	-3%	4%
OCC[n+]1c2ccccc2nc2ccc(N3CCOCC3)cc21	-9%[9.22 µM]	-2%[10 µM]	-4%	.	1%	.	18%
CCN1C[C@]2(C)CC[C@H](OC)[C@@]34[C@@H]2[C@H](OC(C)=O)[C@]2(OCO[C@@]25C[C@@H](OC)[C@@H]2C[C@@]3(O)[C@H]5[C@@H]2OC)[C@H]14	.	-16%[40.3 µM]	5%[29.1 µM]	0%	.	.	1%[21.6 µM]
COc1cc(-n2c(=S)[nH]c3ccc(C)cc3c2=O)c(Cl)cc1Cl	?	-84%[inhibitor]	.	15%	-16%	?	3%
Cc1cc(Cl)ccc1OCCCC(=O)NCc1cccs1	14%	-3%[10 µM]	3%	6%	6%	-10%	3%
CCOC(=O)C(O)(c1ccc(N(C)C(=O)c2ccc(Cl)c(Cl)c2)cc1)C(F)(F)F (stereo unspecified)	22%	21%[10 µM]	14%	11%	-1%	-3%	1%
COc1ccc(CCNCc2ccncc2)cc1OC	10%	3%	-11%	11%[38.3 µM]	28%	-4%	-34%
COc1ccc(-n2c(/C=C/c3ccc4c(c3)OCO4)nc3ccccc3c2=O)cc1	6%	-9%[10 µM]	-9%	11%	9%	-18%	8%
O=c1[nH]c(=O)n(Cc2ccco2)c(O)c1C=NCCN1CCOCC1	-5%	10%	-14%	6%[38.3 µM]	6%	1%	11%
CCCn1ncc(C(=O)O)c1C	-5%	-29%[10 µM]	-16%	-7%[38.3 µM]	-7%	-7%	1%
CN1CCN(C(=O)O[C@H]2c3nccnc3C(=O)N2c2ccc(Cl)cn2)CC1	9%	?	-6%	-2%	-1%	.	9%
CC(C)Oc1ccc(C2C(C#N)=C(N)Oc3c2c(=O)oc2ccccc32)cc1 (stereo unspecified)	-7%	11%[10 µM]	-5%	8%	5%	5%	4%
O=C(Nc1cccc(Br)c1)c1c(O)c2c(n(Cc3ccccc3)c1=O)CCCC2	-2%[9.22 µM]	-6%[10 µM]	2%	.	5%	.	9%
C/C(=N\N=C(N)N)c1ccccc1	15%[9.22 µM]	25%[10 µM]	6%	.	2%	.	20%
SMILES	HttQ103 aggreg	HTT ATP protect	aGlu spleen mod	IMPase Li cell	GAA glycogen	GAA inh	GoLoco inh red
COc1ccc(CC2C(=O)NC(=O)N(c3ccccc3)C2=O)c(OC)c1 (stereo unspecified)	-12%	7%	-1%	-3%[38.3 µM]	-5%	-5%	-17%
O=C(N/N=C/c1c(O)n(-c2cccc3ccccc23)c(=O)[nH]c1=O)c1ccncc1	10%[9.22 µM]	11%[10 µM]	-2%	.	-2%	.	4%
CN(C)C(=O)O/N=C(\N)COc1ccc(C(C)(C)C)cc1	15%[9.22 µM]	-6%[10 µM]	-4%	.	-2%	-7%	-7%
O=C1/C(=C/c2cc([N+](=O)[O-])ccc2Cl)N2CCC1CC2	-1%	-10%	-10%	12%[38.3 µM]	4%	0%	-5%
C=CCn1c(O)c(C(CC)=NCc2cc(OC)cc(OC)c2)c(=O)[nH]c1=O	29%	8%[10 µM]	8%	21%[38.3 µM]	-4%	3%	1%
C1CCC2CCCCC2C1 (stereo unspecified)	.	-10%	0%	7%	.	.	2%
COc1ccc(-c2nc3ccccc3c(=O)o2)cc1	-15%[9.22 µM]	-37%[10 µM]	-5%	-1%	-1%	-7%[15.4 µM]	8%
CCCn1c(C)cc(C=O)c1C	-2%	-35%	.	-20%	-7%	7%	13%
CCN(CC)C(=O)c1c(C)[nH]c(=S)c(C#N)c1-c1ccco1	-1%	-20%	-1%	-2%	?	6%	11%
Cc1cccc(C(O)(C(=O)NNC(=O)CN2CCN(C)CC2)c2cccc(C)c2)c1	-9%	15%[10 µM]	-23%	.	-1%	-5%	.
CC1CN=C(NCc2ccc(F)cc2)S1 (stereo unspecified)	-2%	-17%	0%	-11%	11%	6%	-8%
O=C1NC(=O)N(Cc2ccco2)C(=O)/C1=C/c1ccc(-c2cccc([N+](=O)[O-])c2)o1	20%	13%[10 µM]	-1%	4%	4%	4%	2%
Cc1cc(C)nc(NS(=O)(=O)c2ccc(N=Cc3c(O)n(C)c(=O)n(C)c3=O)cc2)n1	-9%[9.22 µM]	-17%[1.9 µM]	5%	9%	8%	2%	34%[activator]
C=CCn1c(O)c(C(C)=NC(C)c2ccccc2)c(=O)[nH]c1=O (stereo unspecified)	19%[9.22 µM]	-5%[10 µM]	6%	.	-8%	.	2%
O=C(CF)NC(NC(=S)Nc1ccccc1O)C(Cl)(Cl)Cl (stereo unspecified)	13%[9.22 µM]	8%[10 µM]	5%	20%	21%	7%	-3%
O=C(Nc1ccc(OC(=O)N2CCCC2)cc1)N1CCOCC1	20%	-8%[10 µM]	-1%	0%	0%	-4%	4%
Clc1ccc(C2N3CCCN23)c(Cl)c1 (stereo unspecified)	3%	-4%	-3%	20%[38.3 µM]	6%	-3%	0%
C[n+]1c(-c2ccccc2)cc(-c2ccc(Cl)cc2)cc1-c1ccccc1	?	-68%[inhibitor]	2%	13%	5%	3%	-8%
COc1ccccc1Sc1ccccc1CC(C)N (stereo unspecified)	-3%	0%[10 µM]	2%	-7%	-20%	2%	-9%
Cc1cc(-c2ccc(N)c(C)c2)ccc1N	.	-25%	4%	26%	.	.	25µM*
CC(C)CN(CC(C)C)C(=O)C1C2c3ccccc3C(c3ccccc32)C1C(=O)O (stereo unspecified)	11%[9.22 µM]	1%[10 µM]	-2%	-3%	-4%	-6%	18%
CCN1CCN(C(=O)Cc2coc3cc(C)cc(C)c23)CC1	-8%	12%[10 µM]	-9%	13%	-2%	-5%	-1%
COC(=O)c1[nH]c2ccc(C)cc2c1NC(=O)Oc1ccccc1	6%[9.22 µM]	-24%	7%	31%[activator][38.3 µM]	-5%	-8%	8%
C=CCn1c(O)c(C(C)=Nc2cccc(C(=O)O)c2)c(=O)[nH]c1=O	-1%[9.22 µM]	-3%[10 µM]	1%	.	-2%	.	-1%
COC1=CC(=O)O[C@@H](/C=C/c2ccccc2)C1	.	-32%[inhibitor]	3%	-19%	.	.	-2%

7 compounds drawn at random from those above:
SMILES	HttQ103 aggreg	HTT ATP protect	aGlu spleen mod	IMPase Li cell	GAA glycogen	GAA inh	GoLoco inh red
C=CCn1c(O)c(C(CC)=NCc2cc(OC)cc(OC)c2)c(=O)[nH]c1=O	29%	8%[10 µM]	8%	21%[38.3 µM]	-4%	3%	1%
Clc1ccc(C2N3CCCN23)c(Cl)c1 (stereo unspecified)	3%	-4%	-3%	20%[38.3 µM]	6%	-3%	0%
Cc1cccc(C(O)(C(=O)NNC(=O)CN2CCN(C)CC2)c2cccc(C)c2)c1	-9%	15%[10 µM]	-23%	.	-1%	-5%	.
O=C(CF)NC(NC(=S)Nc1ccccc1O)C(Cl)(Cl)Cl (stereo unspecified)	13%[9.22 µM]	8%[10 µM]	5%	20%	21%	7%	-3%
Cc1cc(-c2ccc(N)c(C)c2)ccc1N	.	-25%	4%	26%	.	.	25µM*
CC(C)CN(CC(C)C)C(=O)C1C2c3ccccc3C(c3ccccc32)C1C(=O)O (stereo unspecified)	11%[9.22 µM]	1%[10 µM]	-2%	-3%	-4%	-6%	18%
COc1ccccc1Sc1ccccc1CC(C)N (stereo unspecified)	-3%	0%[10 µM]	2%	-7%	-20%	2%	-9%

Further results:
SMILES	HttQ103 aggreg	HTT ATP protect	aGlu spleen mod	IMPase Li cell	GAA glycogen	GAA inh	GoLoco inh red
CN1OC[C@@H]2COc3ccc4ccccc4c3[C@@H]21	8%	-16%[10 µM]	1%	6%	4%	-1%	8%
CN1Cc2cccnc2N(C)Cc2cc(Cl)ccc21	21%	.	-8%	2%	-12%	-3%	-9%
O=C(Nc1ccc(Cl)cc1C(=O)c1ccccc1)c1ccccc1	-26%	-27%	0%	8%[38.3 µM]	2%	-4%	0%
O=c1c2ccccc2[nH]c(=S)n1-c1ccc(Br)cc1	?	-23%	2%	-8%	0%	4%	14%
COC(=O)c1ccccc1OP1(=O)COc2ccccc2OC1	-7%	5%	2%	12%[38.3 µM]	-17%	3%	3%
CCn1cc(C(=O)N2CCC3(CC2)OCCO3)c(=O)c2cc(S(=O)(=O)N3CCCC3)ccc21	-11%	-31%	1%	34%[activator][38.3 µM]	-1%	-5%	5%
COc1ccc(NP(=O)(Oc2ccccc2OC)Oc2ccccc2OC)cc1	-8%	-16%[10 µM]	-6%	8%	-9%	-7%	2%

Part of the list above, limited to GAA inh, HTT ATP protect and GoLoco inh red:
Molecule	GAA inh	HTT ATP protect	GoLoco inh red
O=c1c2ccccc2[nH]c(=S)n1-c1ccc(Br)cc1	4%	-23%	14%
COC(=O)c1ccccc1OP1(=O)COc2ccccc2OC1	3%	5%	3%
